PAFAH2 inh: PAFAH2 (human) inhibition. inhibition, % at 3.39 µM. Q99487. hit rate 0.99% among 340,000. AID 492956. recombinant PAFAH2, FP-rhodamine activity probe, fluorescence polarization;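 active = inhibition above the mean over all tested compounds plus 3 SD, cut at about 30% in these data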;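 note: inhibitors block probe labeling of enzyme so polarization drops; 0% = enzyme with DMSO and 100% = wells lacking PAFAH2 protein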
GSTO1 counter: GSTO1 inhibition, counter-screen for RBBP9 inhibitors; AID 1974; hit rate 1.1% among 300,000; inhibition, % at 5.96 µM; recombinant GSTO1, activity-based probe fluorescence polarization; P78417;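 active = inhibition above the campaign mean inhibition plus 3 SD, cut at about 35% in these data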;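 note: 0% = GSTO1-1 with DMSO and 100% = wells lacking GSTO1-1 enzyme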
LYPLA1 counter: counter-screen for PME1 inhibitors: inhibitors of human LYPLA1; O75608; recombinant LYPLA1, FP-Rh probe fluorescence polarization; inhibition, % at 5.9 µM; hit rate 0.16% among 320,000; AID 2174;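 active = inhibition above the mean of all tested compounds plus 3 SD, set per campaign, cut at about 14% in these data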;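 note: inhibitors block serine hydrolase probe labeling of LYPLA1 so polarization falls; 0% = enzyme with DMSO and 100% = wells lacking LYPLA1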
Target sequence (O75608 whole entry, looked up): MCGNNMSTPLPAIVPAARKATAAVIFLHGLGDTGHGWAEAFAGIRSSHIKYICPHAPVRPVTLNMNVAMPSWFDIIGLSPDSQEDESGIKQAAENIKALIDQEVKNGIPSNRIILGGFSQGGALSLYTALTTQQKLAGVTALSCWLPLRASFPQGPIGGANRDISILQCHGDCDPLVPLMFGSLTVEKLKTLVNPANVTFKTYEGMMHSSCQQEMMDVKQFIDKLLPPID
LYPLA2 inh: LYPLA2 (human) inhibition in PME1 counter-screen. O95372. recombinant LYPLA2, FP-Rh probe fluorescence polarization. inhibition, % at 5.9 µM. hit rate 0.38% among 320,000. AID 2177;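 active = inhibition above the screen-wide mean plus 3 SD, limit set per campaign, cut at about 26% in these data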;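 note: 0% = LYPLA2 with DMSO and 100% = wells lacking LYPLA2 enzyme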
Target sequence (O95372 whole entry, looked up): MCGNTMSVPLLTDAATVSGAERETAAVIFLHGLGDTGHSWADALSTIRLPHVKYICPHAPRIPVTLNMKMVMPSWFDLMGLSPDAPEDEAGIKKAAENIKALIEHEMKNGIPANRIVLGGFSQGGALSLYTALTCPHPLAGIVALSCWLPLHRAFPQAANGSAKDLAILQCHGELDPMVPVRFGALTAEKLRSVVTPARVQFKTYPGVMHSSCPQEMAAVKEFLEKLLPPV
PAD4 inh: inhibitors of human PAD4; Q9UM07; recombinant PAD4, RCA probe fluorescence polarization; inhibition, % at 6.36 µM; hit rate 0.41% among 330,000; AID 485272;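 active = percent inhibition above a cutoff equal to the mean of all tested compounds plus 3 SD, cut at about 15% in these data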;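 note: 0% = PAD4 with RCA probe and DMSO and 100% = probe without PAD4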
PAFAH1B2 FP inh: PAFAH1B2 (human) inhibition; recombinant PAFAH1B2, FP-rhodamine activity probe, fluorescence polarization; inhibition, % at 3.39 µM; P68402; hit rate 1.2% among 340,000;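 active = inhibition above the mean of all tested compounds plus 3 SD, cut at about 24% in these data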;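 note: 0% = enzyme with DMSO and 100% = wells lacking PAFAH1B2; many of its hits are not listed in these tables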
PME-1 inh: PME-1 (human) inhibition. inhibition, % at 5.9 µM. hit rate 0.53% among 320,000. recombinant PME-1, FP-Rh probe fluorescence polarization. Q9Y570;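 active = inhibition above the campaign mean of all compounds plus 3 SD, cut at about 26% in these data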;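 note: competitive labeling of PME-1 active site by serine hydrolase directed probe; 0% = PME-1 with DMSO and 100% = wells lacking PME-1 enzyme; inhibitors block probe labeling so polarization falls and inhibition rises; many of its hits are not listed in these tables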
pPAFAH FP inh: inhibitors of human plasma PAF acetylhydrolase (pPAFAH); Q13093; recombinant pPAFAH, FP-rhodamine probe fluorescence polarization; inhibition, % at 3.39 µM; hit rate 1.5% among 330,000; AID 463082;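 active = inhibition above the mean inhibition across the screen plus 3 SD, cut at about 25% in these data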;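 note: inhibitors block binding of the rhodamine activity-based probe so polarization drops; 0% = enzyme with DMSO and 100% = wells lacking pPAFAH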
Target sequence (Q13093 whole entry, looked up): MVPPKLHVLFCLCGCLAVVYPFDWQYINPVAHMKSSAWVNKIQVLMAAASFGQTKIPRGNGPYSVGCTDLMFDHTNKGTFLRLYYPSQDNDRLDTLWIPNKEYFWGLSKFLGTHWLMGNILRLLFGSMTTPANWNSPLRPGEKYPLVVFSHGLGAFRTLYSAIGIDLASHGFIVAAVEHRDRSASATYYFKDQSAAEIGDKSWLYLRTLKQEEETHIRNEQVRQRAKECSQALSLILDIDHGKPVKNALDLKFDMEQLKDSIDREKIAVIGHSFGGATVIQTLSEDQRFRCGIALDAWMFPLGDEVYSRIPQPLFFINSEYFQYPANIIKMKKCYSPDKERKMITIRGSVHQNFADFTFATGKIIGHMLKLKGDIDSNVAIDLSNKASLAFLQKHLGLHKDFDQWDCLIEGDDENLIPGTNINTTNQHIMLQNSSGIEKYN
PAFAH1B3 FP inh: blocks human PAF acetylhydrolase 1B catalytic subunit 3; inhibition, % at 3.39 µM; hit rate 0.28% among 340,000; Q15102; recombinant PAFAH1B3, FP-rhodamine probe, fluorescence polarization;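 active = inhibition above the screen-wide average of all tested compounds plus 3 SD, cut at about 25% in these data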;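 note: 0% = enzyme with DMSO only and 100% = wells lacking PAFAH1B3 protein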
Numbers without * were called inactive; / = not tested or not shown. Only part of the results is shown, so the mix of outcomes need not match the whole.

Field names – A = PAFAH2 inh; B = GSTO1 counter; C = LYPLA1 counter; D = LYPLA2 inh; E = PAD4 inh; F = PAFAH1B2 FP inh; G = PME-1 inh; H = pPAFAH FP inh; I = PAFAH1B3 FP inh
> CC(=O)Nc1sc(C)c(C)c1C(=O)OC(C)C
  A: 2; B: 5; C: 3; D: 5; E: 2; F: 6; G: 9; H: 0; I: 5
> CCCn1cc(SCC(=O)NCC2CCCO2)c2ccccc21 (stereo not given)
  A: -3; B: -1; C: -4; D: -5; E: 0; F: 1; G: -2; H: 4; I: 1
> Cc1cccc(S(=O)(=O)N2CCn3cccc3C2C)c1 (stereo not given)
  A: -1; B: /; C: 3; D: 1; E: 6; F: 6; G: 0; H: 3; I: 13
> c1ccc(C2CC(c3cccs3)=NN2c2ccccc2)cc1 (stereo not given)
  A: 7; B: -8; C: -1; D: 1; E: -8; F: 5; G: -5; H: -2; I: 9
> COc1cc(/C=N/NC(=O)Nc2ccccc2)ccc1OC(C)=O
  A: -5; B: 2; C: 4; D: 5; E: -1; F: 6; G: 3; H: 2; I: 1
> COC(=O)C1(Cc2cc(-c3ccc(Cl)cc3)no2)CCN(C(=O)OC(C)(C)C)CC1
  A: -7; B: -5; C: -2; D: 1; E: -2; F: -2; G: 0; H: 7; I: 4
> COc1ccc(C2C(C(C)=O)=C(O)C(=O)N2CCO)c(OC)c1 (stereo not given)
  A: -1; B: -2; C: 1; D: -1; E: -13; F: -2; G: 2; H: 2; I: 7
> CCCCS(=O)CC(CS(=O)CCCC)OC(=O)c1ccc(C)cc1 (stereo not given)
  A: 0; B: 1; C: -2; D: -1; E: 0; F: 2; G: -4; H: 2; I: 0
> CC(C)c1cccc(O)c(=O)c1
  A: -5; B: 5; C: -1; D: 8; E: -4; F: -3; G: -6; H: 3; I: 3
> COc1ccc(CNC(=O)Cc2c(C(=O)O)[nH]c3ccccc23)c(OC)c1
  A: -1; B: 0; C: 5; D: 3; E: -2; F: 9; G: -1; H: 2; I: 8
> O=C1c2c(Br)c(Br)c(Br)c(Br)c2C(=O)N1c1ccccn1
  A: 4; B: 11; C: 0; D: 2; E: 1; F: 4; G: -6; H: 5; I: 3
> CCN(CC)c1c([N+](=O)[O-])c(=O)oc2ccccc12
  A: 8; B: 4; C: 4; D: 3; E: 9; F: 3; G: -7; H: -3; I: 2
> COc1ccc(O[C@H]2C=C[C@@H](c3ccccc3)O[C@@H]2CO/N=C(\C)CCC(=O)OC[C@H]2O[C@H](c3ccccc3)C=C[C@@H]2Oc2ccc(OC)cc2)cc1
  A: /; B: 3; C: -1; D: 0; E: 4; F: /; G: -7; H: 2; I: /
> O=[N+]([O-])c1nn(-c2ccc(Cl)cc2)n(O)c1=NCc1ccccc1
  A: -1; B: 1; C: 2; D: 0; E: 0; F: 6; G: 5; H: 2; I: -5
> OC(CNCC(c1ccc(Cl)cc1Cl)c1c[nH]c2ccccc12)c1ccccc1 (stereo not given)
  A: 8; B: -3; C: -6; D: -2; E: -4; F: -1; G: 1; H: 1; I: 8
> Cc1[nH][nH]c(=O)c1C(c1c(C)[nH][nH]c1=O)c1cn(Cc2cccc3ccccc23)c2ccccc12
  A: 16; B: 55*; C: -3; D: 4; E: 31*; F: 10; G: 16; H: 20; I: 19
> CCOC(=O)N1CCN(CC(O)c2c[nH]c3ccc(OC)cc23)CC1 (stereo not given)
  A: -8; B: 0; C: 4; D: 2; E: 1; F: 4; G: 1; H: 5; I: 2
> COc1ccc2[nH]c(=O)c(CNc3cccc(C)c3)cc2c1
  A: 16; B: 20; C: 2; D: 3; E: -3; F: 1; G: 5; H: 3; I: 8
> CCn1cnc2c1c(=O)[nH]c(=O)n2Cc1ccccc1
  A: 0; B: -2; C: 2; D: 3; E: 3; F: 4; G: -1; H: 0; I: 3
> Cc1ccc(NC(=O)CCC(=O)N/N=C/c2ccc(O)cc2O)cc1
  A: 7; B: 2; C: -3; D: -7; E: 3; F: 7; G: 3; H: 6; I: 14
> CC1=C(C(=O)OC(C)C)C(c2cccs2)n2ncnc2N1 (stereo not given)
  A: -6; B: 4; C: 0; D: -4; E: 1; F: 3; G: 0; H: 3; I: 0
> COc1ccc(NC(=O)Nc2ccc3c(c2)CCC3)cc1
  A: 2; B: 9; C: 0; D: 2; E: -3; F: -1; G: 3; H: 2; I: -4
> Cc1coc2cc3oc(=O)c(CC(=O)N(C)CC(=O)O)c(C)c3cc12
  A: -5; B: 7; C: -2; D: -2; E: 1; F: 5; G: -11; H: 6; I: 7
> O=C(c1cccs1)N1CCN(C23CC4CC(CC(C4)C2)C3)CC1
  A: 7; B: 2; C: -4; D: -3; E: -3; F: 14; G: 7; H: 21; I: 0
> Cc1cc(NC(=O)C2CCCO2)ccc1Br (stereo not given)
  A: 4; B: 2; C: 1; D: -7; E: -3; F: 1; G: -3; H: -7; I: 5
> COC(=O)c1ccc(NC(=O)CSc2nnc(Cc3cccn3C)n2-c2ccc(F)cc2)cc1
  A: -1; B: 1; C: -4; D: -2; E: -1; F: 2; G: 1; H: 9; I: 8
> O=C(Nc1ccc(Br)cc1)c1cccc2c1C(=O)N(C1CCCCC1)C2
  A: -2; B: -2; C: -1; D: 5; E: 0; F: 2; G: 5; H: 5; I: 5
> CCOc1ccc(CCNC(=O)COC(=O)c2cccc(S(=O)(=O)N3CCCC3)c2)cc1OCC
  A: -6; B: -4; C: 0; D: 0; E: -4; F: 0; G: 1; H: 6; I: 1
> COc1ccccc1C(=O)OCn1nnc2ccccc2c1=O
  A: 3; B: 15; C: 2; D: 6; E: 3; F: -1; G: -2; H: 1; I: -5
> O=C(Cc1ccccc1[N+](=O)[O-])NNC(=O)Nc1ccc2c(c1)OCO2
  A: 1; B: 3; C: 3; D: 8; E: -2; F: 4; G: 2; H: 0; I: 2
> COc1cc(/C=C2/SC(=S)N(Cc3ccccc3)C2=O)cc(OC)c1O
  A: -51; B: -175; C: -29; D: -54; E: -123; F: -40; G: -128; H: 6; I: -49
> CCOC(=O)C1CCCN(C(=O)c2cc(S(=O)(=O)N(C)C)ccc2N2CCCC2)C1 (stereo not given)
  A: 1; B: 3; C: 0; D: 3; E: 0; F: 0; G: 6; H: 3; I: -3
> COc1ccc2cc(C(=O)/C=C/c3cc(OC)c(OC)c(OC)c3)ccc2c1
  A: -16; B: -9; C: -7; D: 1; E: -2; F: 4; G: -8; H: 3; I: -1
> O=C(/C=C\c1cccs1)N1CCN(Cc2ccc3c(c2)OCO3)CC1
  A: 3; B: -2; C: 0; D: 10; E: -2; F: 7; G: 0; H: 2; I: 3
> CCc1ccccc1NC(=S)NC1CC2CCC(C1)N2Cc1ccc(F)cc1 (stereo not given)
  A: 1; B: 0; C: 2; D: 8; E: 4; F: 4; G: 2; H: 0; I: 6
> COc1ccc(C(C)NC(=O)c2ccc(Cl)cc2)cc1OC (stereo not given)
  A: -2; B: 2; C: 1; D: -4; E: 0; F: 2; G: 3; H: 3; I: -3
> CC1(C)CC(=O)/C(=C(\O)CCCN2C(=O)c3ccccc3C2=O)C(=NCC(=O)O)C1
  A: -3; B: -4; C: 0; D: -6; E: -5; F: 3; G: -2; H: 5; I: 1
> Cc1ccc(C(C(=O)NCc2ccco2)N(C(=O)Cn2nnc3ccccc32)c2ccccc2)o1 (stereo not given)
  A: 2; B: -9; C: 4; D: 5; E: -4; F: 5; G: 0; H: 4; I: -13
> CCN1CCN(S(=O)(=O)c2cc(OC)ccc2OC)CC1
  A: 0; B: -2; C: -1; D: 4; E: -1; F: 5; G: 0; H: 3; I: 10
> CN(C)C(=O)c1ccccc1NC(=O)Cc1cccc2ccccc12
  A: -2; B: 4; C: 0; D: 3; E: -4; F: -3; G: 0; H: -4; I: 7
> CCOC(=O)C1CCCN(C(=O)Cc2c(F)cccc2Cl)C1 (stereo not given)
  A: -4; B: 6; C: -3; D: -2; E: -2; F: 0; G: 2; H: 1; I: 5
> Cc1cc(NC(=O)CN2C(=O)NC(C)(c3ccccc3)C2=O)no1 (stereo not given)
  A: -1; B: 5; C: 3; D: 7; E: 0; F: 2; G: -3; H: 3; I: 8
> Nc1c(Cl)ncnc1NCC(O)CO (stereo not given)
  A: 2; B: 4; C: 1; D: 4; E: 8; F: 5; G: -2; H: 0; I: 2
> CCOc1ncccc1C(=O)OCC(=O)Nc1cccc(S(=O)(=O)N2CCCCCC2)c1
  A: 60*; B: /; C: -6; D: -2; E: 0; F: -1; G: 4; H: 15; I: -3
> COC(=O)c1cc(CSc2ncnc3sccc23)oc1C
  A: 1; B: 0; C: 1; D: 1; E: 1; F: 2; G: -5; H: 11; I: 3
> CC(NC(=O)c1cccc(F)c1)C1CC2CCC1C2 (stereo not given)
  A: 8; B: 4; C: -6; D: -8; E: 3; F: 6; G: -2; H: -8; I: 16
> COc1cc(C(C(=O)Nc2c(C)cccc2C)N(C)C(=O)c2ccc(-n3cnnn3)cc2)ccc1O (stereo not given)
  A: -5; B: -5; C: -1; D: -3; E: -3; F: -2; G: 4; H: 5; I: -1
> CCOc1ccc(N/C(N)=N/c2nc(CSc3nnnn3-c3ccccc3)cc(=O)[nH]2)cc1
  A: -7; B: 0; C: 2; D: 5; E: 4; F: 4; G: 6; H: 1; I: -3
> COc1cccc(CNC(=O)CN(C)S(=O)(=O)c2cccc3cccnc23)c1
  A: 2; B: 2; C: 1; D: 4; E: 0; F: 2; G: 19; H: 4; I: 6
> CCN(C(=O)CN1CCN(c2cccc(Cl)c2)CC1)c1c(N)n(Cc2ccccc2)c(=O)[nH]c1=O
  A: 10; B: 9; C: 2; D: 3; E: -8; F: 7; G: 3; H: 2; I: 9

More results follow:
Field names – A = PAFAH2 inh; B = GSTO1 counter; C = LYPLA1 counter; D = LYPLA2 inh; E = PAD4 inh; F = PAFAH1B2 FP inh; G = PME-1 inh; H = pPAFAH FP inh; I = PAFAH1B3 FP inh
> COc1ccc(NC(=O)c2c(C)nn(-c3ccccc3)c2Cl)cc1
  A: 1; B: 1; C: 0; D: -3; E: -3; F: 0; G: 2; H: 2; I: 4
> Cn1c(Cl)nc2c1c(=O)n(Cc1cccc(Br)c1)c(=O)n2C
  A: -8; B: 4; C: -10; D: -7; E: 3; F: 0; G: 7; H: 5; I: 2
> COc1ccc(-n2c(C)nc3c(cnn3-c3ccc(Cl)cc3)c2=O)cc1
  A: -3; B: -3; C: -1; D: -5; E: 1; F: 1; G: -2; H: 1; I: 4
> CC1Cc2ccccc2N1C(=O)CCS(=O)(=O)c1ccc2c(c1)NC(=O)CS2 (stereo not given)
  A: -3; B: 13; C: -3; D: 1; E: 0; F: 6; G: 2; H: 3; I: 3
> CC(=O)c1c(C)[nH]c(C(=O)CSc2nc3ccccc3n2C)c1C
  A: 1; B: -6; C: 0; D: -1; E: -6; F: 1; G: -10; H: -5; I: 0
> O=C(CCS(=O)(=O)c1ccc(Br)cc1)NCc1ccc(F)cc1
  A: -12; B: 2; C: 0; D: 9; E: 0; F: 7; G: 3; H: 1; I: 2

Another view of three compounds above.
Under each structure – PAFAH2 inh	GSTO1 counter	LYPLA1 counter	LYPLA2 inh	PAD4 inh	PAFAH1B2 FP inh	PME-1 inh	pPAFAH FP inh	PAFAH1B3 FP inh
- COc1ccc(-n2c(C)nc3c(cnn3-c3ccc(Cl)cc3)c2=O)cc1
→ -3	-3	-1	-5	1	1	-2	1	4
- O=C(CCS(=O)(=O)c1ccc(Br)cc1)NCc1ccc(F)cc1
→ -12	2	0	9	0	7	3	1	2
- CC(=O)c1c(C)[nH]c(C(=O)CSc2nc3ccccc3n2C)c1C
→ 1	-6	0	-1	-6	1	-10	-5	0

High-throughput results as filed in PubChem.
